# VHR inh color: VHR1 phosphatase inhibitors, primary screen, biochemical, colorimetric, HTS; Dual specificity protein phosphatase 3 (Homo sapiens), P51452; recombinant VHR phosphatase, colorimetric substrate read-out; inhibition, % at 20 µM; hit rate 0.7% among 50,000; in the data active = inhibition above about 60%; note: some results filed as inactive read as strong as hits
# Target sequence (P51452 whole entry, looked up): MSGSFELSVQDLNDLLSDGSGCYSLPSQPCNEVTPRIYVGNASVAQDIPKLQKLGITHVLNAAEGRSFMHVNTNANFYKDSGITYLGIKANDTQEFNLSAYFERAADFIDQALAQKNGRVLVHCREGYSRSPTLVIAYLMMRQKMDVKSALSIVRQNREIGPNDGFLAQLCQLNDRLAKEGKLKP
# * marks the source's active call; other numbers are inactive results; & = joins results of further samples.
compound	VHR inh color
CN(C)c1ccc(C2Nc3ccccc3NC3=C2C(=O)CC(c2ccccc2)C3)cc1 (stereo not drawn)	-6
O=C(NCc1ccncc1)/C(=C/c1ccc(F)cc1)NC(=O)c1ccccc1	-28
CCOc1cc(C=C2C(=O)c3ccccc3C2=O)cc(Br)c1OCc1ccccc1	-4
Cc1cc(Cl)ccc1OCC(O)CN1CCN(c2ccccc2)CC1 (stereo not drawn)	9
CCN1C(=O)CSC1=NC(C)Cc1ccccc1 (stereo not drawn)	-1
C=CCn1c(SCC(=O)N(CCO)CCO)nc2sc3c(c2c1=O)CCC3	13
COc1ccc(N(CC(=O)Nc2cccc(C)c2)S(=O)(=O)c2ccc(C)cc2)c(OC)c1	-2
CCN(CC)CC(C)C(C)OC(=O)c1ccc(O)cc1 (stereo not drawn)	3
Cc1c(NC(=O)Cn2cnc3c2c(=O)n(C)c(=O)n3C)cccc1[N+](=O)[O-]	-4
O=C1c2cccc3cc(Br)cc(c23)C(=O)N1Nc1ccccc1	-22

# New compounds follow
compound	VHR inh color
CCCCOC(=O)Cn1c(=N)n(CCC)c2ccccc21	9
COc1ccc(N2C(=O)NC(=O)/C(=C/c3cccc(O)c3)C2=O)cc1	-4
COc1ccccc1C(=O)Nc1nc(-c2ccc(S(=O)(=O)N3CCOCC3)cc2)cs1	-3
CCN1C(=O)/C(=C\c2cc(Cl)ccc2OCc2ccccc2)SC1=S	105*
CCOC(=O)c1c(NC(=O)c2ccccc2Cl)sc2c1CCCCC2	-20
O=C(O)c1nc2n(n1)C(C(F)(F)F)CC(c1cccs1)N2 (stereo not drawn)	-13
CCc1ccc(OCC(=O)Nc2ccc(-c3nc4ccccc4o3)c(O)c2)cc1	-5
CCOc1cc(C=C2C(=O)NC(=S)NC2=O)ccc1OCCOc1ccccc1OC	4
Cc1ccc(N2C(=O)CC(Sc3ccccc3C(=O)O)C2=O)c([N+](=O)[O-])c1 (stereo not drawn)	16
O=C1CN(C(=O)OCc2ccccc2)C(c2ccccc2)c2cc(Br)ccc2N1 (stereo not drawn)	-2

# Remaining list, next part.
compound	VHR inh color
C=CCNC(=O)C1CC(=O)N(c2ccc(Cl)cc2)C1 (stereo not drawn)	-5
O=C(N=c1ccccn1O)C(O)(c1ccccc1)c1ccccc1	-17
COc1ccc(C2=C/C(=C/c3ccc(OC)c(OC)c3)C(=O)O2)cc1	12
CC(=O)Nc1ccccc1NC(=O)c1cccc([N+](=O)[O-])c1	-4
COc1ccc(/C=C/c2cc[n+](C)cc2)cc1	-6
O=C(COC(=O)c1ccc(C#Cc2ccccc2)cc1)c1ccc(Br)cc1	-6
Cc1ccc(/C(=N\S(=O)(=O)c2cccc([N+](=O)[O-])c2)Nc2ccccc2)cc1	-6
CCCCNCCCCCOc1ccccc1C(C)(C)C	-15
O=C(Nc1cccc(NC(=O)c2ccc(Cl)cc2Cl)c1)c1cccc([N+](=O)[O-])c1	23
N#CCCN1CCN(C(CNS(=O)(=O)c2ccc(Cl)cc2)c2ccccc2)CC1 (stereo not drawn)	12

# Continuation:
compound	VHR inh color
O=C(O)c1ccc(Oc2ccc(NC(=O)c3cccc(F)c3)cc2)cc1	24
O=C(Nc1ccc(Cl)cc1Cl)C1CCCO1 (stereo not drawn)	-22
Cc1ccccc1OCC(=O)O/N=C(\N)c1cccnc1	-22
CCOc1ccc(Cl)cc1/C=C1/SC(=S)N(CC)C1=O	-29
CC(C)(C)NC(=O)c1cnn(-c2ccccc2)c1NC(=O)c1ccccc1	2
Nn1cnnc1N/N=C/c1cccc(I)c1	-4
COc1cc(/C=C2\SC(N)=NC2=O)c([N+](=O)[O-])cc1OC	-2
COc1cc(OC)c(OC)cc1CN1CCN(Cc2cc(OC)c(O)c(OC)c2)CC1	-7
O=C(O)C1CCCCC1C(=O)N1CCN(c2cccc(Cl)c2)CC1 (stereo not drawn)	-18
Cc1cc(-c2nnc(-c3ccc4c(c3)OCO4)o2)ccc1[N+](=O)[O-]	-7

# New compounds follow
compound	VHR inh color
CN1C(=O)NC(=O)/C(=C\c2ccc(Br)s2)C1=O	-7
COc1ccc(N(CC(=O)Nc2ccc(Oc3ccccc3)cc2)S(C)(=O)=O)cc1	5
CC1CN(CC(O)COc2ccc3ccccc3c2)CC(C)O1 (stereo not drawn)	-2
CC(=O)NC1=NC(=O)/C(=C\c2cccc([N+](=O)[O-])c2)S1	2
O=C1N=C(N2CCOCC2)S/C1=C\c1ccccc1	-2
Nc1nnc(SCC(=O)NC2CCCC2)s1	-6
Cc1ccc(NC2(c3ccc(Cl)cc3)C(=O)c3ccccc3C2=O)cc1	10
Cc1cc(NC(=O)c2cc3ccccc3oc2=O)ccc1NC(=O)c1ccco1	0
CCOC(=O)c1sc(NC(=O)C2CCCCC2C(=O)O)nc1C (stereo not drawn)	-10
Cc1cc2nc3s/c(=C/c4cn[nH]c4-c4ccccc4)c(=O)n3c2cc1C	-24

# A draw from above in order of count of non-hydrogen atoms, low to high:
compound	VHR inh color
Nc1nnc(SCC(=O)NC2CCCC2)s1	-6
CN1C(=O)NC(=O)/C(=C\c2ccc(Br)s2)C1=O	-7
O=C1N=C(N2CCOCC2)S/C1=C\c1ccccc1	-2
CC1CN(CC(O)COc2ccc3ccccc3c2)CC(C)O1 (stereo not drawn)	-2
Cc1cc2nc3s/c(=C/c4cn[nH]c4-c4ccccc4)c(=O)n3c2cc1C	-24
Cc1cc(NC(=O)c2cc3ccccc3oc2=O)ccc1NC(=O)c1ccco1	0
COc1ccc(N(CC(=O)Nc2ccc(Oc3ccccc3)cc2)S(C)(=O)=O)cc1	5

# Other entries.
compound	VHR inh color
COc1ccccc1C1/C(=C(\O)c2ccc([N+](=O)[O-])cc2)C(=O)C(=O)N1CCCCCC(=O)O (stereo not drawn)	-27
COc1cccc2cc(C(=O)Nc3ccc(S(N)(=O)=O)cc3)c(=O)oc12	99
C=C(C)Cn1c(SCC(=O)OC)nc2sc3c(c2c1=O)CCC(C(C)(C)C)C3 (stereo not drawn)	-18
N#C/C(=C/c1ccc(I)o1)c1ccc(F)cc1	-16
COc1ccc(N(CC(=O)N2CCOCC2)S(=O)(=O)c2ccccc2)cc1	2
CC(C)(C)C(=O)Nc1ccc(NC(=O)C(C)(C)C)c(Cl)c1	-8
CC(=O)Nc1ccccc1NC(=O)c1ccc(F)cc1	-3
O=C(O)CCCCCN1C(=O)C(=O)/C(=C(\O)c2ccc(Br)cc2)C1c1ccccc1 (stereo not drawn)	19
C=CCc1cccc2cc(C(=O)N3CCN(C)CC3)c(=O)oc12	-33
CN1CCN(CCCNc2c([N+](=O)[O-])c(=O)sc3ccccc23)CC1	4

# (continued)
compound	VHR inh color
O=C(Cc1ccccc1)Nc1nnc(COc2ccccc2)s1	-96
CC(C)OP(=O)(OC(C)C)C(Nc1ccc(Br)cc1)c1ccc(O)cc1 (stereo not drawn)	4
Cc1cc(C)c(NC(=O)COc2ccccc2[N+](=O)[O-])c(C)c1	-3
Cc1ccc(-n2nc3cc(C)c(NC(=O)c4ccccc4[N+](=O)[O-])cc3n2)cc1	15
NC(=O)CN(c1cccc([N+](=O)[O-])c1)S(=O)(=O)c1ccccc1	-23
S=C(Nc1ccccc1)Nc1ccc(Cc2ccc(NC(=S)Nc3ccccc3)cc2)cc1	-16
COc1cccc(-n2c(O)c(C3=c4cc(Br)ccc4=NC3=O)sc2=S)c1	0
CCOc1cc(/C=N/NC(=O)c2cccnc2)ccc1OC(=O)c1ccc([N+](=O)[O-])cc1	1
O=[N+]([O-])c1ccc(N2CCNCC2)cc1NCCc1ccccc1	-16
NC(=O)CSc1nc(-c2ccccc2)c(-c2ccccc2)o1	-7

# (list continues)
compound	VHR inh color
O=S(=O)(Nc1ccc2c(c1)OCCO2)c1ccc2ccccc2c1	-10
OCCNc1cc(-c2ccccc2)nc(-c2ccc(Br)cc2)n1	-16
CCCc1noc(-c2ccc(-c3ccc(CC)cc3)cc2)n1	-10
COc1ccccc1/C=C1\SC(=S)N(Cc2ccco2)C1=O	-17
CCOC(=O)C1CCN(C(=O)C2c3ccccc3Oc3ccccc32)CC1	19
O=C(N=Nc1c(O)[nH]c2ccc(F)cc12)c1ccccc1O	-46
O=S(=O)(NCc1ccccc1)c1ccc2ccccc2c1	6
Cc1ccc(-c2csc(NC(=O)c3sc4ccccc4c3Cl)n2)c(C)c1	-20
O=C(Nc1cccc(O)c1)c1ccc(NC(=O)C(c2ccccc2)c2ccccc2)cc1	-2
CN(Cc1ccccc1)Cc1c(O)ccc2c(-c3ccccc3)cc(=O)oc12	-22

# Part of the list above, as labelled records.
SMILES: CCCc1noc(-c2ccc(-c3ccc(CC)cc3)cc2)n1
- VHR inh color: -10

SMILES: COc1ccccc1/C=C1\SC(=S)N(Cc2ccco2)C1=O
- VHR inh color: -17

# The list goes on.
Structure	VHR inh color
Cc1ccc2oc(-c3cc(NC(=O)COc4ccc(Cl)cc4C)ccc3O)nc2c1	2
COC(=O)C1=C(C)NC(=O)/C1=C\c1ccc(Cl)cc1Cl	-17
COc1cc(C(=O)n2nc(C)c(Sc3ccc(C)cc3)c2C)cc(OC)c1OC	-2
Cc1ccc(S(=O)(=O)Oc2c(C=O)[nH]c3ccccc23)cc1	-1
COc1ccc(/C=N/n2c(C)nnc2C)cc1Br	-26
COC(=O)c1ccc(/C=C2\SC(=Nc3ccc(F)cc3)NC2=O)cc1	-6
CC1=C(C(=O)OC2CCCCC2)C(c2ccncc2)C2=C(CCCC2=O)N1 (stereo not drawn)	-8
CC1CCN(S(=O)(=O)c2ccc(NC(=S)Nc3ccccc3)cc2)CC1	7
O=S1(=O)C=CC(Nc2cccc(C(F)(F)F)c2)C1 (stereo not drawn)	-19
O=C(O)c1ccc2c(c1)C(=O)N(c1ccc(-c3nc4ccccc4s3)cc1)C2=O	-8
Cc1nc(C)c(-c2csc(Nc3cccc(C(=O)O)c3)n2)s1	16
O=C(Nc1ccc(Br)cc1)C1C2C3CCC(C3)C12 (stereo not drawn)	-9
COc1ccc(C(=O)Nc2ccc(S(=O)(=O)Nc3nccnc3OC)cc2)cc1OC	10
COc1cc(/C=N/NC(=O)C(O)(c2ccccc2)c2ccccc2)c(Br)cc1OCC(=O)O	7
O=[N+]([O-])c1ccc(OCCS(=O)(=O)c2ccccc2)c(OCCS(=O)(=O)c2ccccc2)c1	-16
O=C1NC(=S)N(c2cccc(Cl)c2)C(=O)/C1=C\c1ccc(N2CCCC2)cc1	53
COc1ccc(C2CC(=O)C3=C(C2)Nc2ccccc2NC3c2ccccc2C)cc1OC (stereo not drawn)	-5
CCOC(=O)C1=C(C)N=c2s/c(=C\c3ccc(N(C)C)o3)c(=O)n2C1c1ccc(OCC)cc1 (stereo not drawn)	10
COc1ccc(-c2cc(-c3ccc(Br)cc3)nc(N)c2C#N)cc1	-1
O=C(O)/C=C\C(=O)Nc1ccc(Cl)c(C(F)(F)F)c1	-9
CC(=O)C1=C(Nc2ccc(Br)cc2)CC(C)(O)C(C(C)=O)C1c1ccc([N+](=O)[O-])cc1 (stereo not drawn)	1
CCOC(=O)C1=C(C)N=c2s/c(=C\c3ccccc3)c(=O)n2C1c1ccc(Cl)cc1 (stereo not drawn)	-37
COC(=O)c1[nH]cnc1C(=O)Nc1ccc(Br)cc1C(=O)c1ccccc1	-6
CNC(=O)CN(c1cc(OC)ccc1OC)S(C)(=O)=O	3
CCCCCCC(=O)Nc1nnc(CCC)s1	-7

# (more compounds)
Structure	VHR inh color
CCOc1ccc2c(C(F)(F)F)cc(=O)oc2c1	-24
CCCCOc1ccccc1NC(=O)c1ccc(OC)c(OC)c1	-29
COc1cc(OC)c(OC)cc1/C=N/N=C(\N)c1nonc1N	6
c1ccc2cc(OCCOCCOc3ncnc4ccccc34)ccc2c1	-1
CS(=O)(=O)NCCNc1cc(Cl)ccc1[N+](=O)[O-]	-10
COC(=O)c1ccccc1NC1=NS(=O)(=O)c2ccccc21	-12
COCC(=O)N/N=C/c1ccc(OC/C=C/Cl)cc1	-9
COCCNC(=O)Nc1ccc2nccnc2c1	20
S=C(Nc1ccccc1)Nc1ccc(Nc2ccccc2)cc1	97
CCOc1ccccc1N1C(=O)NC(=O)C(=Cc2ccc(OC)cc2)C1=O	12
CCCCCc1ccc(-c2ccc(OC(F)F)cc2)nc1	-2
Cc1ccc2c(C)nc(Nc3nc(O)c(C)c(=O)[nH]3)nc2c1	0
C1CN(CC2CSC(=NC34CC5CC(CC(C5)C3)C4)O2)CCO1 (stereo not drawn)	12
O=C(/C=C/c1ccc(-c2ccc(Cl)cc2Cl)o1)Nc1cccnc1	7
CSc1ccccc1NC(=O)CSc1nc2ccccc2s1	1
Cc1cccc(NC(=O)c2ccc3c(c2)OCO3)n1	-23
CC1(C)Oc2ccc3ccc(=O)oc3c2/C(=C/N2CCOCC2)C1=O	-6
O=C(COc1ccc(Br)cc1)NNC(=O)Nc1ccccc1	-13
O=C(O)C1C2C=CC(C2)C1C(=O)Nc1cccnc1 (stereo not drawn)	1
CC(=O)C1=C(C)NC(=S)NC1c1ccc(O)cc1 (stereo not drawn)	5
O=C1NN(c2cccc(Cl)c2)C(=O)/C1=C\c1ccc(-c2cccc(C(=O)O)c2)o1	14
COc1ccc(CC(=O)NCCC2=CCCCC2)cc1	-2
COc1ccc(/C=C2/SC(=O)N(CCC(=O)Nc3ccc(S(N)(=O)=O)cc3)C2=O)cc1	7
COc1ccc(-n2c(=S)[nH]c3sc4c(c3c2=O)CCN(Cc2ccccc2)C4)cc1	3&14
COC(=O)c1ccccc1NC(=O)CN(c1ccc(C)cc1)S(=O)(=O)c1ccc(SC)cc1	-2
Cc1ccc(-c2nc3sc4c(c3c(=O)[nH]2)CCCC4)cc1[N+](=O)[O-]	17
CC(=O)Nc1ccc(S(=O)(=O)N(c2cc([N+](=O)[O-])ccc2F)S(=O)(=O)c2ccc(NC(C)=O)cc2)cc1	3
Cc1cc(C)n(C2=NNC(n3nc(C)cc3C)=NN2)n1	7

# 4 entries from above, reformatted:
Compound: O=C1NN(c2cccc(Cl)c2)C(=O)/C1=C\c1ccc(-c2cccc(C(=O)O)c2)o1
  VHR inh color = 14

Compound: COC(=O)c1ccccc1NC(=O)CN(c1ccc(C)cc1)S(=O)(=O)c1ccc(SC)cc1
  VHR inh color = -2

Compound: Cc1ccc(-c2nc3sc4c(c3c(=O)[nH]2)CCCC4)cc1[N+](=O)[O-]
  VHR inh color = 17

Compound: COCCNC(=O)Nc1ccc2nccnc2c1
  VHR inh color = 20

# Compound activity as filed in PubChem.

# Some of the compounds tested; the hit share may differ from the screen's.
